Source: PubChem BioAssay
PMI activator – phosphomannose isomerase (human) activation; actives 0.005% (n = 190,000); activation factor at 20 µM; AID 1214; purified human PMI, coupled resazurin fluorescence, 20 min; hits give high values; 1 = vehicle control, 0 substrate-free wells; P34949;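 active = activation factor of 2 or more at 20 µM, relative to plate controls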
Target sequence (P34949 whole entry, looked up): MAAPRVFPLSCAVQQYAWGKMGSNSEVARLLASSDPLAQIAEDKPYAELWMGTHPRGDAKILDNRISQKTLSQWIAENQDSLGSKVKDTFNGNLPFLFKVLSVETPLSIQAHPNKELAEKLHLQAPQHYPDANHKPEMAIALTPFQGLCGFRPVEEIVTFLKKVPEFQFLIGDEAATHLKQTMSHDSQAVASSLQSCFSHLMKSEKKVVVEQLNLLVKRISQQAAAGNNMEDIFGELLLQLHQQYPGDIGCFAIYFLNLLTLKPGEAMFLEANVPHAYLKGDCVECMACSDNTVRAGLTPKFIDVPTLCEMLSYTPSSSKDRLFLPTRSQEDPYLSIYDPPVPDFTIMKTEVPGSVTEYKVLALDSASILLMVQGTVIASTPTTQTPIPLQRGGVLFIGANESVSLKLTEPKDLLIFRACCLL
Lmaj promast – reduces viability of Leishmania major promastigotes; resazurin fluorescence viability; inhibition, % at 10 µM; actives 9% (n = 200,000); AID 1063;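 note: promastigotes grown with compound for 44 hours at 28 °C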
Diaph inh CS – counter-screen for diaphorase-based assays: diaphorase inhibitors and chemical oxidizers; actives 0.69% (n = 190,000); inhibition, % at 20 µM; diaphorase resazurin-to-resorufin fluorescence, NADH, 16 min; bacterial (C. kluyveri) enzyme, not human;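 active = primary screen inhibition at 20 µM above a set limit, cut at about 50% in these data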;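 note: plate controls were DMSO with full reaction for no effect and wells lacking NADH for full effect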
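Test system: bacterial diaphorase enzyme (C. kluyveri); Quantity: 0.14 U/mL diaphorase, enzyme working solution; Times: reaction incubation of 16 min at room temperature; Measured by: fluorescence of resorufin formed from resazurin, Ex 544/Em 590 nm; Benchmarks: positive control minus NADH, DMSO neutral control.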
Diaphorase act – diaphorase activation or chemical reduction counter-screen; Diaphorase/resazurin coupled assay, resorufin fluorescence, 16 min; hits give high values; 1 = vehicle wells, 0 = NADH-free wells; activation factor at 20 µM; actives 0.005% (n = 190,000); AID 1229;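 active = diaphorase activity raised at least twofold by the compound at 20 µM; inactive = activation factor below 2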
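System – purified diaphorase enzyme from Clostridium kluyveri · Input – enzyme 0.07 U/mL final · Also added – final NADH 0.114 mM, resazurin 0.1 mM · Measured by – fluorescence of resorufin, 544 nm excitation, 590 nm emission · Timing – 16 min enzyme reaction, ambient temperature · Measure – resorufin increase flagging diaphorase activators or reducers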
DTT redox prof – compounds producing H2O2 with reducing agent – biochemical, NIH compound library profiling, artefact control for MLSCN library redox annotation, primary screen. AID 878. activation, % at 10 µM. actives 0.03% (n = 200,000). DTT-dependent redox cycling H2O2, phenol red/HRP absorbance; 100% = 100 µM peroxide control, 0% = buffer;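 active = activation of at least 50% relative to the plate's high and low controls in the primary single-dose screen; inactive = activation below 50%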;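 note: compound incubated with DTT at 0.8 mM final as the reducing agent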
G6PDH counter – L. mesenteroides G6PDH inhibition counter-screen. Purified L. mesenteroides G6PDH, diaphorase/resazurin coupled fluorescence, 45 min. inhibition, % at 5 µM. actives 0.12% (n = 200,000)
TLR4 MyD88 comp – blocks binding of human TLR4 to MyD88; O00206+Q99836; inhibition, % at 8.4 µM; actives 0.18% (n = 200,000); HeLa CL3-4 TLR4/MyD88 BLA complementation, FRET ratio; in the data active = inhibition above about 25%;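 note: 0% = vehicle and 100% = reference inhibitor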
PMI act satM6P – activators of human phosphomannose isomerase at near-saturating mannose 6-phosphate; activation factor at 20 µM; P34949; coupled PMI enzyme assay, resazurin fluorescence, 20 min; hits give high values; 1 = untreated enzyme, 0 = substrate-free blank; actives 0.34% (n = 190,000);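 active = activation factor of 2 or more at 20 µM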
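Material: human phosphomannose isomerase with PGI, G6PDH, diaphorase coupling enzymes / Reagent: Man-6-P substrate 1.0 mM / Dosing: single compound dose of 20 µM, 1% DMSO final / Incubation: enzyme reaction with compound 20 min at room temperature / Signal: resorufin fluorescence (Ex 544/Em 590 nm) from resazurin via diaphorase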
RAM network inh – blocks the yeast RAM network; S. cerevisiae dse1pr::URA3 reporter, 5-FOA growth OD615, 2 d; analog-sensitive cbk1-as2 kinase mutant strain; inhibition, % at 50 µM; actives 1.8% (n = 190,000); AID 868;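 active = inhibition above a set limit, 3 SD over mean compound inhibition, cut at about 8.4% in these data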;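 note: 0% = DMSO-only wells with no growth and 100% = 10 µM 1-NA-PP1 full growth; inhibition rescues growth on 5-FOA so higher OD means more RAM inhibition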
Hsp70 act – transcriptional activators of Hsp70; HeLa Hsp70 promoter luciferase reporter, luminescence; scaled: vehicle 0, proteasome-inhibitor control 100%; activation, % at 10 µM; actives 0.04% (n = 200,000); AID 1203;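 active = activation above the mean across all tested compounds plus 3 SD, cutoff set per campaign, cut at about 5.5% in these data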;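 note: 100% = MG132 at 30 µM as the positive control and 0% = DMSO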
S1P3 antagonist – blocks the human S1P3 receptor. Q99500. CHO S1P3 NFAT-BLA reporter, FRET fluorescence, antagonist mode. inhibition, % at 4.98 µM. actives 0.27% (n = 170,000);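 active = inhibition above the plate cutoff, the mean inhibition of test wells on that plate plus 3 SD, cut at about 28% in these data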;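 note: cells challenged with S1P at its EC80 of 0.8 µM; blue over green emission ratio from cleaved BLA substrate after 4 h stimulation; 0% = S1P-stimulated wells and 100% = unstimulated DMSO-only wells; some compounds past the cut are filed as inactive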
Target sequence (Q99500 whole entry, looked up): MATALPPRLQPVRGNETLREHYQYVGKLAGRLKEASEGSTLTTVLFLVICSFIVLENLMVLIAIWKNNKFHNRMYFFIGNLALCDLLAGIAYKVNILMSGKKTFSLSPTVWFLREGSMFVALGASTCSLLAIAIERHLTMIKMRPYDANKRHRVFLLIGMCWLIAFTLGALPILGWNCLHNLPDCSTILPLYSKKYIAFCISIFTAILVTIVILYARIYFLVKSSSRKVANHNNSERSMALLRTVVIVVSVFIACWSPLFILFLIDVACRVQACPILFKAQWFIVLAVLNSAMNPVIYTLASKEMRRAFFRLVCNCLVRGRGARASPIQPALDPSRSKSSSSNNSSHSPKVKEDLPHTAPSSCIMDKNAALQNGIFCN
An asterisk follows results filed as active; . = no result given. Cut-off read from the data, not from the text of the source, unless noted: active = inhibition above about 50%; inactive = the rest.

SMILES	PMI activator	Lmaj promast	Diaph inh CS	Diaphorase act	DTT redox prof	G6PDH counter	TLR4 MyD88 comp	PMI act satM6P	RAM network inh	Hsp70 act	S1P3 antagonist
Nn1c(SCC(=O)Nc2ccc3c(c2)OCO3)nnc1C(F)(F)F	1	-1	3	1	-0.6	4	-17	1	2.1	0.0	-2
Cn1c(SCC(=O)c2ccccc2F)nnc1C1CC1	1	-4	17	0.8	1.4	5	-15	1	1.4	0.2	-22
COc1ccc(N/N=C(/C(N)=O)C2=NC(C)(C)Cc3ccccc32)cc1	1.2	35	28	0.7	-0.2	-1	8	1.5	1.8	-0.4	4
O=C(NCc1cccs1)c1cccc(S(=O)(=O)N2CCCCC2)c1	1.1	1	5	1	-0.5	7	-5	1.1	5.3	-0.3	-3
CN(C)C(=O)/C(=C/c1cn(-c2ccccc2)nc1-c1cccc([N+](=O)[O-])c1)NC(=O)c1ccccc1	0.9	-4	12	0.9	0.2	-20	8	0.9	3.6	-0.4	-7
CC(=NC1CCN(Cc2ccccc2)CC1)c1c(O)[nH]c(=O)[nH]c1=O	1.1	-2	7	0.9	0.6	6	4	1.1	0.1	0.3	-6
CCN(CC)C(=O)/C(=C\c1ccc(Br)cc1)NC(=O)c1ccccc1OC	1	0	16	0.8	2.1	2	8	0.9	0.5	-0.3	.
Cc1ccc2nc3ccc(N4CCCCCCC4)nn3c(=O)c2c1	1	26	17	0.8	0.5	5	-9	1	3.0	0.2	.
O=C(N/N=C/c1ccc2c(c1)OCO2)C(O)c1ccccc1 (stereo unspecified)	1.1	0	-1	1	-0.3	5	-14	1.1	0.3	0.0	4
CC(C)c1ccc(/C=N\NC(=O)c2ccc(Cn3cccn3)o2)cc1	1.1	20	-6	1.1	-0.1	4	-5	0.9	1.4	-0.2	13
COCCN(C(=S)Nc1ccc(C)c(C)c1)C(C)c1ccco1 (stereo unspecified)	1	27	13	0.9	-0.1	7	-2	1	1.8	-0.2	-11
CN(C)S(=O)(=O)c1cc(NC(=O)COC(=O)C2CSC3(C)CCC(=O)N23)ccc1Cl (stereo unspecified)	0.9	-4	10	0.9	3.0	-4	15	1.1	0.4	-0.1	2
Nc1ccc(S(=O)(=O)Nc2ccc(S(N)(=O)=O)cc2)cc1	1	0	2	1	0.8	0	-2	1	0.5	-0.2	-12
Cc1cccc(OCC(=O)N2CCN(C(=O)c3ccco3)CC2)c1	1	-2	8	0.9	-0.8	2	14	1	0.7	-0.1	10
COc1ccc(S(=O)(=O)N2CCOCC2)cc1NC(=O)Cc1ccccc1Cl	1	-4	3	1	-0.7	12	-6	0.9	3.2	0.0	-11
C#Cc1ccc([C@@H]2C=C(C(=O)OCC=C)O[C@H](OCC)[C@H]2CCCO)cc1	1	-1	0	1	0.4	10	-15	1	2.4	-0.2	18
CCOC(=O)c1cc(NC(=O)C2CCCO2)cc(C(=O)OCC)c1 (stereo unspecified)	0.8	-3	18	0.8	0.4	6	13	0.8	0.6	0.2	-4
CC(O)c1n(C)c(Cl)c[n+]1C (stereo unspecified)	1	-3	5	0.9	-0.1	-1	17	0.9	0.9	-0.4	.
CCCCc1c(O)nc(SCCN(C)C)n(-c2ccccc2)c1=O	1	-8	25	0.8	-0.5	3	-4	0.9	1.0	-0.2	.
CC(C)(C)c1nnc(NC(=O)c2cc(-c3ccccc3)nc3ccccc23)s1	0.9	-2	-2	1	2.2	2	0	1	1.8	-0.2	.
COc1ccccc1S(=O)(=O)Cc1ccc(C(=O)NCc2cccs2)o1	1	-3	17	0.8	2.0	8	-7	0.9	-0.2	-0.3	-5
CCCNC(=O)NC(=O)CN1C(=O)NC(C)(c2ccc(C)cc2)C1=O (stereo unspecified)	0.9	-4	18	0.8	2.2	14	6	0.9	1.7	-0.2	-17
CN1CCCC(OC(=O)CCCC(=O)OC2CCCN(C)C2)C1 (stereo unspecified)	0.9	1	8	0.9	-3.0	6	15	1	1.2	-0.4	-45
CCOc1ccc(OCC)c(S(=O)(=O)NNC(=O)c2c(C)nc3ccccn23)c1	1.1	42	9	0.9	-0.8	-2	1	1	-0.9	-0.4	0
CC(C)(C)N(Cc1ccccc1)C(=O)c1ccc2c(c1)OCCO2	1	6	19	0.8	-3.3	4	-7	1	1.7	-0.1	6

Other records:
SMILES	PMI activator	Lmaj promast	Diaph inh CS	Diaphorase act	DTT redox prof	G6PDH counter	TLR4 MyD88 comp	PMI act satM6P	RAM network inh	Hsp70 act	S1P3 antagonist
COc1ccc(CCNC(=O)Cn2nnc(-c3cccs3)n2)cc1OC	1	-3	13	0.9	3.6	2	-5	1	2.5	-0.3	-2
CN(Cc1cc2cc(F)ccc2[nH]1)Cc1nc(-c2cnccn2)no1	0.9	-7	15	0.8	0.9	6	-17	1	1.4	-0.3	13
Cc1ccc2c(CC(=O)N3CCN(S(=O)(=O)c4cccs4)CC3)coc2c1	0.9	5	14	0.9	-0.6	8	-2	1	0.8	-0.1	.
COc1cccc(CN2CCN(c3nc4nonc4nc3N3CCCCC3)CC2=O)c1	0.9	13	25	0.8	-1.7	17	-6	0.9	0.7	-0.2	14
CSc1ccc(CN2C(=O)NC3(CCCCCC3)C2=O)cc1	1	9	12	0.9	0.2	1	2	1	0.0	0.1	-4
Cc1ccc(-c2nnc(-c3ccc4c(c3)OCO4)o2)cc1	1.1	0	2	1	0.3	13	0	1	3.8	0.3	-13
C=CCN(C(=O)CSc1nc2[nH]ncc2c(=O)n1-c1ccccc1OC)c1ccccc1	1.1	9	10	0.9	-0.7	-3	-5	1	0.0	-0.1	-6
COc1ccc(NC(=O)Nc2ccccc2SC)c(OC)c1	0.8	1	14	0.9	0.7	17	8	0.8	5.1	-0.2	-7
NC1=NS(=O)(=O)NC1c1ccc(F)cc1 (stereo unspecified)	1	14	8	0.9	0.1	14	-6	1	1.5	-0.2	-20
O=C(Cc1ccc(Cl)cc1)Nc1ccc(NC(=O)c2ccccc2)cc1	0.8	-8	7	0.9	1.4	8	-5	0.9	5.5	-0.4	3
CCOc1ccc(S(=O)(=O)NCCC(=O)OCC(=O)N2CC(=O)Nc3ccccc32)cc1	1	-6	7	0.9	2.2	-2	-7	1	0.1	-0.4	20
CNC(=S)N(C)c1ccccc1	1.1	-4	-6	1.1	0.1	8	7	1.1	0.2	-0.5	1
Cc1cc(N2CCN(Cc3nc(-c4ccc(F)cc4)oc3C)CC2)cc(C)n1	0.8	93*	8	0.9	-1.2	19	-2	0.9	-0.3	-0.3	-8
CC(C)(C)CC(=O)NC(=S)Nc1ccccc1C(F)(F)F	0.8	4	19	0.8	-5.3	-1	-3	1	0.4	-0.1	.
CCOC(=O)c1sc(NC(=O)COc2ncnc3ccccc23)c(C(=O)OCC)c1C	0.9	26	10	0.9	-0.6	15	-11	0.9	5.6	0.3	-5
S=C(Nc1ccccc1Cl)N1CCCCCC1	1.1	-6	10	0.9	0.7	11	2	1	2.3	-0.3	-14
O=C(O)c1ccc(Cl)c(S(=O)(=O)NCc2ccco2)c1	1.1	-6	13	0.9	0.1	2	-6	1.1	-0.4	-0.4	0
Oc1ccc(C2N=C(c3ccccc3)NC(c3ccccc3)=N2)cc1	1	-1	6	0.9	1.0	6	8	1	2.1	0.0	.
CCN(CC)CCCN1C(=O)C(=O)/C(=C(/O)c2ccc(Cl)cc2)C1c1ccccn1 (stereo unspecified)	0.9	.	12	0.9	.	18	.	0.9	.	.	.
O=C(NC1CCCCC1)C(c1ccccc1)N(C(=O)c1cccs1)c1ccc2c(c1)OCO2 (stereo unspecified)	1	11	-3	1	2.3	13	-10	1	2.9	-0.5	.
O=C1NC2(CCC3(CC2)OCCO3)NN1c1ccc(Cl)cc1	1.8	14	0	1	-0.7	3	-2	2.7*	1.0	-0.4	14
CCC(CC)NCc1ccc2c(c1)c1ccccc1n2CC	0.7	95*	-5	1	-0.7	11	-2	1.1	1.5	-0.1	-6
Cc1nc2ncnn2c(C)c1CCC(=O)NCc1ccccc1	1	1	10	0.9	0.3	1	0	1	0.9	-0.3	-2
CCCOc1ccc(C2NC(=O)NC(c3ccccc3)=C2C(C)=O)cc1OCC (stereo unspecified)	1	72*	13	0.9	0.2	4	-7	1	4.8	-0.5	.
O=C(N/N=C/c1cccc(OC(=O)c2ccco2)c1)c1ccc(F)cc1	0.9	-4	15	0.8	0.1	2	-2	0.9	1.0	-0.1	0

Continued.
SMILES	PMI activator	Lmaj promast	Diaph inh CS	Diaphorase act	DTT redox prof	G6PDH counter	TLR4 MyD88 comp	PMI act satM6P	RAM network inh	Hsp70 act	S1P3 antagonist
COc1ccc(/C=N/n2c(C)cc(C)c(C(N)=O)c2=O)cc1	1.1	-2	5	0.9	0.5	0	-9	1	1.6	-0.2	.
CCC(=O)NCc1cc(-c2nn(C)c(=O)c3ccccc23)ccc1C	1	22	7	0.9	0.2	-4	-6	1	-0.7	-0.4	.
Cc1ccc[n+](CC(=O)Nc2cccc([N+](=O)[O-])c2)c1	1	19	3	1	-0.5	5	-7	1	-1.1	-0.3	-10
Cc1nn(-c2ncc(C(F)(F)F)cc2Cl)c(=O)n1-c1cccc(Cl)c1	0.9	-5	11	0.9	-2.4	4	0	0.9	-0.5	-0.4	.
CCN1C(=O)C(CC(=O)Nc2ccccc2)N(Cc2ccccn2)C1=S (stereo unspecified)	1	-2	8	0.9	-0.5	2	-9	1.1	2.3	-0.2	-16
Cc1cc(OC(=O)N2CCOCC2)cc(C)c1Cl	1	0	15	0.9	0.0	7	-5	1.1	-1.0	-0.3	-2

A stretch from further up, as a working copy:
SMILES	PMI activator	Lmaj promast	Diaph inh CS	Diaphorase act	DTT redox prof	G6PDH counter	TLR4 MyD88 comp	PMI act satM6P	RAM network inh	Hsp70 act	S1P3 antagonist
CCN1C(=O)C(CC(=O)Nc2ccccc2)N(Cc2ccccn2)C1=S (stereo unspecified)	1	-2	8	0.9	-0.5	2	-9	1.1	2.3	-0.2	-16
Cc1cc(OC(=O)N2CCOCC2)cc(C)c1Cl	1	0	15	0.9	0.0	7	-5	1.1	-1.0	-0.3	-2

Looked up above:
COc1ccc(/C=N/n2c(C)cc(C)c(C(N)=O)c2=O)cc1 in DTT redox prof: 0.5
CCC(=O)NCc1cc(-c2nn(C)c(=O)c3ccccc23)ccc1C in RAM network inh: -0.7
Cc1nn(-c2ncc(C(F)(F)F)cc2Cl)c(=O)n1-c1cccc(Cl)c1 in Diaphorase act: 0.9
